Screens from PubChem.
HRP interference – HRP/luminol detection interference without ALR, dose response, artefact control for ALR inhibitor project, biochemical, luminescence, no ALR or DTT; hit rate 15% among 2,500; AC50 in µM for hits, for the others activity change, negative = inhibition, % at the top dose, mostly 10 µM; HRP/H2O2 luminol luminescence counterscreen, no ALR; AID 540356;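 active = signal-lowering compounds whose fitted half-maximal concentration AC50 is no higher than ten times their top tested concentration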;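 also: 0% = median of neutral control wells and -100% = median of quercitin 100 µM wells; many of its hits are not listed in these tables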
Starred values were filed as active, the others as inactive.

#1 COc1cc(Sc2ccc(C)cc2)c(OC)cc1N
  HRP interference: -3.3%

#2 S=c1[nH]cc(-c2ccccc2)[nH]1
  HRP interference: -10.6%

#3 CSc1nc(/C=C2\C=Nc3ccccc32)c(O)n1C
  HRP interference: -7.4%

#4 Cc1ccc(NC2CCCN(C(=O)CCc3scnc3C)C2)cc1C (stereo not given)
  HRP interference: -3.9%

#5 O=C(O)c1[nH]c2ccccc2c1NS(=O)(=O)c1ccc(F)cc1
  HRP interference: -9.9%

#6 O=C(c1cc2ccccc2o1)N1CCN=C1SCc1cccnc1
  HRP interference: -1.8%

#7 CC(C(=O)NC1C=CS(=O)(=O)C1)N1C(=O)/C(=C\c2ccccc2)SC1=S (stereo not given)
  HRP interference: -1.3%

#8 Cc1cc(Oc2ncccc2[N+](=O)[O-])c2cc(Cl)ccc2n1
  HRP interference: 0.2%

#9 COc1cccc2c3c(c(=O)[nH]c12)CCC(C)(C)O3
  HRP interference: 0.6%

#10 CN(C)S(=O)(=O)c1cccc(-c2nn(-c3ccccc3)cc2/C=C2\SC(=S)N(CC(=O)O)C2=O)c1
  HRP interference: -12.1%

The last 5 entries of the section above come first, to join the parts.
#6 O=C(c1cc2ccccc2o1)N1CCN=C1SCc1cccnc1
  HRP interference: -1.8%

#7 CC(C(=O)NC1C=CS(=O)(=O)C1)N1C(=O)/C(=C\c2ccccc2)SC1=S (stereo not given)
  HRP interference: -1.3%

#8 Cc1cc(Oc2ncccc2[N+](=O)[O-])c2cc(Cl)ccc2n1
  HRP interference: 0.2%

#9 COc1cccc2c3c(c(=O)[nH]c12)CCC(C)(C)O3
  HRP interference: 0.6%

#10 CN(C)S(=O)(=O)c1cccc(-c2nn(-c3ccccc3)cc2/C=C2\SC(=S)N(CC(=O)O)C2=O)c1
  HRP interference: -12.1%

#11 CN(CC(=O)NCc1ccco1)S(=O)(=O)c1ccc2c(c1)n(C)c(=O)c(=O)n2C
  HRP interference: -2.3%

#12 O=C(O)c1cccc(NC(=O)c2cc(-c3cccc(Cl)c3)nc3ccccc23)c1
  HRP interference: -3.0%

#13 CC(C)c1ccc(NC2CCCN(C(=O)c3cnc4ccccn4c3=O)C2)cc1 (stereo not given)
  HRP interference: -2.6%

#14 COc1ccc(N=Nc2c(N)n[nH]c2N)cc1
  HRP interference: -2.9%

#15 Cc1cccc(/C=N/n2c(-c3ccccc3)n[nH]c2=S)c1O
  HRP interference: -0.1%

#16 Cc1ccc(O)c(-c2cc(C(F)(F)C(F)F)[nH]n2)c1
  HRP interference: -6.0%

#17 CC(=O)Oc1ccc(-c2cccc(C(=O)N(C)c3ccc(O)cc3)c2)cc1
  HRP interference: -3.1%

#18 COc1ccc(Cn2c(-c3ccc(OC)cc3)n[nH]c2=S)cc1
  HRP interference: -2.5%

#19 O=C(N/N=C/c1c(O)n(-c2ccc(Cl)cn2)c(=O)c2ccccc12)c1ccncc1
  HRP interference: -6.3%

#20 COc1cc(/C=N/Nc2nc3ccccc3[nH]2)ccc1O
  HRP interference: 8.83µM*

Additional records.
nr	mol	HRP interference
21	CN(C)c1ccc(/C=C2\SC(=O)N(CCc3nnc(N)s3)C2=O)cc1	4.3%
22	CCc1nn(C)c(-c2n[nH]c(=S)n2N)c1Cl	0.5%
23	COc1ccc(NC2CCCN(Cc3cccc4cnccc34)C2)cc1OC (stereo not given)	-5.0%
24	COc1ccc(Nc2nccc(-c3cccc(N)c3)n2)cc1	0.0%
25	S=c1[nH]ncn1/N=C/c1ccccc1	-1.8%
26	Cc1ccc(NC(=O)Nc2cccs2)nc1	0.7%
27	O=C1CSC(c2ccccn2)N1c1ccccc1 (stereo not given)	0.8%
28	CN1C(=O)C2C(c3ccc(N(C)C)cc3)=NN(Cc3ccccc3)C2C1=O (stereo not given)	-1.2%
29	Cc1ccc(-c2nc(-c3cccnc3)sc2CC(=O)O)cc1	-6.9%
30	CCN(Cc1ccccc1)c1ccc(/C=N/N=C(N)N)cc1	-7.0%
31	COc1c(C)cccc1C(=O)Nc1ccc(CN2CCCCC2)cc1	-1.2%
32	Nc1ncc(-c2ccccc2)c(-c2ccc(O)cc2O)n1	-18.7%
33	COc1ccc(N2CCN(C(=O)NC3CCCCC3)CC2)cc1	-2.7%
34	CCn1c(-c2cc(OC)c(OC)c(OC)c2)n[nH]c1=S	-10.3%
35	N/C(=N\O)c1cn(Cc2ccccc2Cl)c2ccccc12	-6.9%
36	Cc1ccc(/C=C/c2ccc(N(C)C)cc2)[n+](C)c1	-8.2%
37	CSc1ccc(NC(=O)Nc2ccc(C(=O)NCC(=O)O)cc2)cc1	-4.9%
38	O=C(NCc1ccccn1)c1ccc2c(c1)N(Cc1ccccc1)CCS2	0.2%
39	COc1ccc(-n2cnnc2SCc2cnc(-c3ccccc3)s2)cc1	2.0%
40	NNC(=O)c1ccc(O)cc1O	-15.9%
41	COC(=O)c1ccn(CC(=O)NC2CCCCC2)n1	0.0%
42	COc1ccc(NC2c3ccccc3C(=O)N2c2cccnc2)cc1Cl (stereo not given)	-3.2%
43	COc1ccc(N2CCN(C(=O)NCc3ccc(OC)c(OC)c3)CC2)cc1	-2.7%
44	COc1cc(CNc2cc(C)ccc2C)cc(OC)c1OC	-3.8%
45	COc1ccc(CCNC(=O)c2cc(-c3cc(C)ccc3O)n[nH]2)cc1OC	-1.6%

The closing seven compounds of the part above open the next one.
nr	mol	HRP interference
39	COc1ccc(-n2cnnc2SCc2cnc(-c3ccccc3)s2)cc1	2.0%
40	NNC(=O)c1ccc(O)cc1O	-15.9%
41	COC(=O)c1ccn(CC(=O)NC2CCCCC2)n1	0.0%
42	COc1ccc(NC2c3ccccc3C(=O)N2c2cccnc2)cc1Cl (stereo not given)	-3.2%
43	COc1ccc(N2CCN(C(=O)NCc3ccc(OC)c(OC)c3)CC2)cc1	-2.7%
44	COc1cc(CNc2cc(C)ccc2C)cc(OC)c1OC	-3.8%
45	COc1ccc(CCNC(=O)c2cc(-c3cc(C)ccc3O)n[nH]2)cc1OC	-1.6%
46	COc1ccc2[nH]c3ccc(OC)cc3c2c1	-2.3%
47	O=C1Oc2ccccc2C(=O)/C1=C\N1CCN(c2ccccc2)CC1	-0.9%
48	COC(=O)c1ccc(CSc2nc3ccc(C)cc3[nH]2)o1	-3.8%
49	Cc1cc(NC(=O)Nc2cccc(C)c2C)no1	-3.4%
50	Nc1ccc(-c2nc3cc(N)ccc3o2)cc1	-3.0%
51	COc1cc(/C=N/NC(=O)CN(Cc2ccco2)S(=O)(=O)c2ccccc2)ccc1O	-6.1%

4 compounds drawn at random from the list so far, as already listed:
nr	mol	HRP interference
6	O=C(c1cc2ccccc2o1)N1CCN=C1SCc1cccnc1	-1.8%
11	CN(CC(=O)NCc1ccco1)S(=O)(=O)c1ccc2c(c1)n(C)c(=O)c(=O)n2C	-2.3%
14	COc1ccc(N=Nc2c(N)n[nH]c2N)cc1	-2.9%
27	O=C1CSC(c2ccccn2)N1c1ccccc1 (stereo not given)	0.8%

The list is partial, so the mix of outcomes need not match the whole.
